High-throughput results from PubChem.
INS promoter inh = inhibitors of insulin promoter-driven GFP, primary screen, imaging, TRM-6 cells (human fetal islet line), eGFP reporter, cell count | reporter expression induced with tamoxifen | inhibition, % at 2 µM | 130,000 compounds, 0.9% hits | AID 1273, 2008;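 active = inhibition above the mean plus 3 SD, with well images judged a real hit on visual review, cut at about 60% in these data, passing the limit was not always enough; inconclusive = inhibition over the cutoff but images rejected on review; inactive = inhibition not above the cutoff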
SDO1 yeast rescue = growth rescue of sdo1-depleted yeast, primary screen, S. cerevisiae, bone marrow failure model. 140,000 compounds, 0.21% hits. S. cerevisiae sdo1-depleted JHY4D growth rescue, OD600 30 h; hits give high values; pdr5 snq2 efflux-pump mutant strain. AID 817, 2007. z-score at 10 µM;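 active = z-score above 3 at both the 24 hr and the 30 hr optical density reads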;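 note: z-score against mean and SD of all compound wells on the same plate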
SDO1 yeast rescue Rescue 24 h = recorded beside SDO1 yeast rescue, whose call it bears; z-score; S. cerevisiae sdo1-depleted JHY4D growth rescue, OD600; measured here: growth rescue at 24 h;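 0 is the plate mean of compound wells and units are plate SD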
The depositor's hits bear a star; ? = inconclusive; . = not tested or not shown. These rows are one share of the data (hit frequency here may not be typical).

SMILES	INS promoter inh	SDO1 yeast rescue	SDO1 yeast rescue Rescue 24 h
CCn1cc(C(=O)N2CCN(Cc3ccc4c(c3)OCO4)CC2)c2cc(OC)c(OC)cc2c1=O	7.9	0.56	0.36
Cc1oc(-c2ccc(Cl)cc2)nc1CN1CCC(C(=O)N2CCc3ccccc3C2)CC1	.	-0.86	-0.89
Cc1ccc(C2CC(c3ccccc3Cl)n3nc(N)nc3N2)cc1 (stereo unspecified)	.	1.43	2.7
Cc1nc2cc(C(=O)O)ccc2n1-c1ccc(F)cc1F	-4.5	0.71	0.17
CCc1ccc(NC(=O)c2sccc2-n2cccc2)cc1	-18.8	-1.09	-0.62
CCn1c(C)c(CCC(=O)O)c(=O)n2nc(-c3ccccc3OC)cc12	24.0	-0.37	-1.06
O=C(NNC(=O)c1sccc1-n1cccc1)c1cccc(Cl)c1	16.7	-0.06	-0.68
COC(=O)c1cn[nH]c1NC(=S)Nc1ccccc1C	-36.4	0.41	-0.5
CN(CCOc1ccc(Cl)cc1)c1ccc(S(=O)(=O)N2CCCCC2)cn1	-5.7	0.26	0.78
CCOc1cc(CNCCO)cc(Br)c1OCc1ccc(Cl)cc1Cl	-8.3	-2.29	-1.63
O=C(COc1ncnc2sccc12)N1CCN(C(=O)c2ccco2)CC1	64.3	.	.
CC(C)c1ccc(NC(=O)COC(=O)/C=C/c2cccc(Br)c2)cc1	.	0.24	0.36
CC(=O)Nc1ccc(S(C)(=O)=O)c(C)c1	23.3	-0.13	-0.89
CC(C)(C)C(=O)c1cnc(Nc2ccccc2Cl)s1	-53.6	-0.88	0.21
COc1ccc2ccc3c(c2c1)N=C[C@]1(O3)N(C)c2ccccc2C1(C)C	13.2	-1.64	-0.89
CCN(CC)CCNC(=O)CS(=O)Cc1nc(-c2ccc(Cl)cc2)oc1C (stereo unspecified)	-42.9	0.94	0.15
CCOC(CCn1c(SCc2cccc([N+](=O)[O-])c2)nc2ccccc2c1=O)OCC	-91.7	-1.21	-0.41
CCNC(=O)NC(=O)COC(=O)CCCSc1nc2ccccc2[nH]1	7.1	0.72	0.23
Nc1nnc(SCc2cccnc2)s1	17.2	0.84	0.36
COc1ccc2c(c1)c1ccccc1n2C	-52.4	0.39	0.45
COCCNC(=O)c1nc2c(nnn2Cc2cc(C)ccc2C)c(=O)[nH]1	17.2	0.01	-0.15
COc1cccc(-c2[nH]nc3c2C(c2ccsc2)C(C#N)=C(N)O3)c1 (stereo unspecified)	39.3	0.62	0.05
Cc1cc(C)cc(NC(=O)NCc2nnc(SCc3ccccc3)n2C)c1	.	0.11	0.06
N#CC1=C(N)SC(N)=C(C#N)C1c1ccc([N+](=O)[O-])cc1	10.7	-0.23	-0.78
COc1cc(NC(=O)CSc2nncn2C)cc(OC)c1OC	10.5	.	.
COc1cccc(-c2cc(C(=O)N/N=C/c3ccc(OC)c(COC(C)=O)c3)c3ccccc3n2)c1	-30.0	0.64	0.34
O=C(Cn1nc(C(F)(F)F)c2c1CCCC2)NCCN1CCOCC1	2.7	0.2	-0.75
COc1ccc(C(=O)N[C@H](C(=O)Nc2nc3c(s2)CCCC3)C(C)C)cc1	0.0	-0.82	-0.37
CCn1c(C)nc2cc(C(=O)NNS(=O)(=O)c3c(C)c(C)cc(C)c3C)ccc21	20.0	1.58	2.09
O=C(c1cc2ccccc2oc1=O)N(Cc1ccc2c(c1)OCO2)Cc1ccco1	17.6	-1.1	-0.43

Grouped by structure: the compounds so far containing a COOH group
SMILES	INS promoter inh	SDO1 yeast rescue	SDO1 yeast rescue Rescue 24 h
Cc1nc2cc(C(=O)O)ccc2n1-c1ccc(F)cc1F	-4.5	0.71	0.17
CCn1c(C)c(CCC(=O)O)c(=O)n2nc(-c3ccccc3OC)cc12	24.0	-0.37	-1.06

Later entries:
SMILES	INS promoter inh	SDO1 yeast rescue	SDO1 yeast rescue Rescue 24 h
CS(=O)(=O)N1CCC(C(=O)NCc2ccco2)CC1	0.0	1.09	0.41
N#Cc1ccc(Oc2ccc(C(N)=O)cc2)cc1C#N	51.6	-0.13	-1.02
Cc1ccc2nc(SCC(=O)N/N=C/c3ccco3)cc(C)c2c1	-33.3	.	.
O=C(CCCSc1nc2ccccc2c(=O)[nH]1)c1ccccc1	16.7	.	.
O=C(NCCc1csc(-c2ccccc2)n1)c1c(F)cccc1Cl	-11.8	.	.
O=C(CN1CCN(c2cccc(Cl)n2)CC1)N1CC(O)CO1 (stereo unspecified)	28.6	.	.
O=C(NCCNc1ccc([N+](=O)[O-])cc1)c1cccc(Br)c1	-10.3	0.26	0.48
CCCc1nc2c(=O)n(C)c(=O)[nH]c2n1CCC	.	0.96	0.94
COc1ccc(C(=O)Nn2c(C)nnc2-n2nc(C)cc2C)cc1OC	20.0	0.8	0.68
O=C(Nc1nccs1)C1C2/C=C\CCCCC21 (stereo unspecified)	-43.8	-0.53	-0.16
CCCCCCCCOC(=O)c1ccc(N)cc1	57.1	-2.08	-1.75
CC(C)(C)n1nc2c(c1NC(=O)Cc1cccc3ccccc13)CS(=O)(=O)C2	-177.8	.	.
Cc1cccc(NC(=S)NC(=O)/C=C/c2ccco2)n1	18.5	-0.18	-0.01
Cc1nnc2c(NC3CCCC3)nc3ccccc3n12	?	.	.
CCOC(=O)c1c(N)sc2c1CCC1C(=O)N(C3CCCCC3)C(=O)C21 (stereo unspecified)	-268.8	-2.45	-1.32
Cc1cc(C)c(NC(=O)CN)c(C)c1	-58.8	.	.
Cc1ccc(C(=O)OCC(=O)c2c[nH]c3ccccc23)cc1	13.3	1.3	1.24
O=c1[nH]c(CSc2ncc(-c3ccc(F)cc3)n2Cc2ccco2)nc2ccccc12	9.1	-1.31	-1.22
CC(=O)OC(C)(C)C#CCN1CCCC1	19.4	0.44	0.18
CCOc1ccc(N(CC(=O)OC)S(=O)(=O)c2c(C)noc2C)cc1	.	0.04	-0.01

A different layout for 5 compounds above:
Under each structure – INS promoter inh	SDO1 yeast rescue	SDO1 yeast rescue Rescue 24 h
> CCc1ccc(NC(=O)c2sccc2-n2cccc2)cc1
  -18.8	-1.09	-0.62
> CCn1c(C)c(CCC(=O)O)c(=O)n2nc(-c3ccccc3OC)cc12
  24.0	-0.37	-1.06
> O=C(NNC(=O)c1sccc1-n1cccc1)c1cccc(Cl)c1
  16.7	-0.06	-0.68
> COC(=O)c1cn[nH]c1NC(=S)Nc1ccccc1C
  -36.4	0.41	-0.5
> CN(CCOc1ccc(Cl)cc1)c1ccc(S(=O)(=O)N2CCCCC2)cn1
  -5.7	0.26	0.78

Later entries.
SMILES	INS promoter inh	SDO1 yeast rescue	SDO1 yeast rescue Rescue 24 h
CCCn1c(N)c(C(=O)CSc2nnc(Cc3ccccc3)o2)c(=O)n(C)c1=O	-30.7	0.36	-0.13
O=C(Nc1cc(S(=O)(=O)N2CCOCC2)ccc1O)c1ccco1	-34.2	-0.06	-0.05
NCCc1nnc(SCc2ccccc2)o1	19.2	-1.06	-0.12
CC(=O)NCCOc1c(C)cc(S(N)(=O)=O)cc1C	?	0.64	0.53
CCOc1ccccc1NC(=O)CCC(=O)Nc1ccc2nc(N3CCN(C)CC3)cc(C)c2c1	3.0	-0.04	-0.51
C#CCSc1ncc(-c2ccccc2)cn1	50.0	.	.
COc1ccc(CN2C3CCCC2CC(NC(=O)/C=C/c2ccccc2)C3)cc1 (stereo unspecified)	0.0	.	.
O=C(/C=C/c1ccncc1)c1ccc(NC(=O)c2ccccc2F)cc1	-21.4	-0.38	1.13
COc1ccc(Cn2nnnc2C(c2cc3cc(C)cc(C)c3[nH]c2=O)N2CCOCC2)cc1 (stereo unspecified)	11.8	-0.38	-0.55
O=C(/C=C/c1cccs1)Nc1ccc(Br)cn1	.	-1.61	-1.14
c1ccc(-c2nnc(CSc3nnc(-c4ccncc4)n3Cc3ccco3)o2)cc1	-46.1	-0.73	-1.6
O=C(NCCOc1ccccc1)c1n[nH]c(=O)c2ccccc12	0.0	0.47	-0.22
COc1ccc(NC(=O)c2c(C(F)(F)F)nn(C)c2SCc2ccccc2Cl)cc1	.	-0.66	-0.69
O=C(CSc1nnc2ccccn12)c1ccccc1	.	0.55	0.61
Cc1ccc(C)c(NC(=S)c2nc3ccccc3s2)c1	3.5	0.13	0.96
O=C(COC(=O)COc1ccccc1Cc1ccccc1)Nc1cccnc1Cl	20.6	0.32	0.73
COc1ccc(OC)c(/C=N/NC(=O)CNC(=O)c2ccc(S(=O)(=O)N3CCCC3)cc2)c1	0.0	.	.
CCC(C)c1ccccc1OCCCCN1CCCC1 (stereo unspecified)	-15.4	-0.42	-0.27
CN(Cc1ccccc1)C(=O)c1cccc(NC(=O)c2ccco2)c1	-56.2	-0.4	-0.17
O=C(c1ccc(COc2c(F)c(F)c(F)c(F)c2F)o1)N1CCN(Cc2ccc3c(c2)OCO3)CC1	-288.2	-1.28	-0.61
O=C(CN1CCN(S(=O)(=O)c2ccc(Cl)cc2)CC1)NC(=O)NC1CCCCC1	.	-0.48	-0.2
COc1ccc(-c2ccnc3nc(Sc4ncc(C(F)(F)F)cc4Cl)nn23)cc1	.	-1.44	0.13
CCOC(=O)/C=C(\C)N1N=C(c2ccccc2)CC1c1ccccc1 (stereo unspecified)	-193.3	.	.
COc1ccc(-c2csc(NC(=S)NC(=O)c3ccco3)n2)cc1	-26.7	.	.
O=C(O)COc1ccccc1/C=C1\SC(=S)N(/N=C/c2ccccc2O)C1=O	27.3	0.95	-0.15
COc1cc(NC(=O)Cn2c(=O)n(-c3cccc(C)c3)c(=O)c3c(C)c(C)sc32)cc(OC)c1	-53.6	0.71	2.81
Cc1nonc1OCCNCCNc1ccccc1[N+](=O)[O-]	-5.9	.	.
CCC(OC(=O)c1nsc(Cl)c1Cl)C(=O)NCc1ccco1 (stereo unspecified)	-19.4	-0.39	-0.83
CCC(=O)NC(O)C(=O)c1ccc(C)cc1 (stereo unspecified)	-16.1	1.06	1.08
Cc1ccc(C2=CSC3=NCCN23)c(C)c1	.	0.07	-0.72
CCCn1c(NCc2c[nH]c3ccccc23)nc2ccccc21	-50.7	1.14	1.27
CCSc1ncc(C#N)c(=O)[nH]1	-34.2	1.11	0.17
CC(OC(=O)c1nn(C)c(=O)c2ccccc12)C(=O)NCc1ccc2c(c1)OCO2 (stereo unspecified)	25.0	0.6	0.76
Cc1[nH]c2ccccc2c1-c1ccc(Cl)nn1	26.8	.	.
Cc1nn(Cc2ccc(C(=O)Nc3ccc(Br)c4cccnc34)o2)c(C)c1Br	-331.2	.	.
O=C(Cn1nc(C(F)F)cc1C(F)F)NNC(=S)Nc1ccc(F)cc1	26.7	1.47	1.6
CCOC(=O)NC(NC(=S)Nc1ccc(OCC)cc1)C(Cl)(Cl)Cl (stereo unspecified)	-23.1	-0.1	0.78
c1ccc(-c2noc(C34CC5CC(CC(C5)C3)C4)n2)nc1	-229.6	-1.53	-0.38
CCC(C)OC1OC(CO)C(O)C(O)C1NC(C)=O (stereo unspecified)	.	0.98	1.39
Cc1ccc(C)c(N(CC(N)=O)S(C)(=O)=O)c1	-17.2	0.43	0.27
N#C/C(=C/c1ccncc1)c1nc2ccccc2s1	-127.8	.	.
COc1ccc(Cl)cc1NS(=O)(=O)c1cc(Cl)ccc1OC	30.0	-0.52	-0.03
CC1CCC/C(=N\NC(=O)COc2ccc(Cl)cc2Cl)C1 (stereo unspecified)	7.3	-0.03	-0.47
O=C(COC(=O)c1ccc(NS(=O)(=O)c2cccs2)cc1O)NCc1ccccc1	-28.6	.	.
CC1(C)CC(=O)c2cnc(NCC3CCCO3)nc2C1 (stereo unspecified)	-37.9	-0.4	-1.13
CCOC(=O)c1sc(Nc2nc3c(OC)cccc3s2)cc1C	11.8	-1.68	-1.7
O=C(NC1CCCCC1)C1CCCN(c2nnnn2-c2ccccc2)C1 (stereo unspecified)	-19.4	0.86	1.05
O=C(NCCc1ccccc1)C1CCN(S(=O)(=O)c2ccc(-n3cnnn3)cc2)CC1	.	1.25	1.65
N=C1c2c(cc(=O)n3c2[nH]c2ccccc23)CN1CCN1CCOCC1	-154.6	.	.
CN(C)S(=O)(=O)c1ccc(N2CCOCC2)c(C(=O)O)c1	0.0	-0.67	-1.11

(cont.)
SMILES	INS promoter inh	SDO1 yeast rescue	SDO1 yeast rescue Rescue 24 h
Cc1nc(N2CCOCC2)c(C#N)c(C)c1Br	-37.5	-0.05	-0.78
O=C(CSCc1nc2ccccc2[nH]1)Nc1ccc(Oc2ccccc2)cc1	-8.1	-1.31	-1.35
Cc1ccc2cc(CN(Cc3ccco3)C(=O)c3cccs3)c(=O)[nH]c2c1	-20.0	-0.41	-0.32
COC(=O)c1c(C(=O)OC)c(-c2ccccc2)n2c1CCC2	.	0.51	0.41
O=C(OCC(=O)c1ccccc1Cl)c1cnccn1	-100.0	-0.03	-1
COCCOC(=O)c1c(C)oc2ccc(OC(=O)COc3c(F)c(F)c(F)c(F)c3F)cc12	3.2	-0.21	-0.83
Cc1nnsc1C(=O)Nc1ccc(Cl)cc1	0.0	0.46	0.2
Cc1ccc(-c2csc(Nc3ccc(C(=O)O)cc3)[n+]2Cc2ccccc2)cc1	-54.3	.	.
COc1cccc(OCc2nnc(-c3cccs3)o2)c1	9.1	.	.
N#Cc1ccc(OCC(=O)N/N=C2/CC(c3ccccc3)Oc3ccccc32)cc1 (stereo unspecified)	-17.2	-0.09	1.12
Cc1cccc(-c2onc3ccc(C4(C)OCCO4)cc23)c1	-45.7	-1.33	-1
CCOC(=O)N1CCN(c2c(N3CC=C(c4ccccc4)CC3)c(=O)c2=O)CC1	.	0.56	-0.05
O=S(=O)(c1cc(Cl)ccc1Cl)N1CCCC1	-16.1	1.32	0.74
